TcdB inh: TcdB glycohydrolase inhibition; AID 652162; 350,000 tested, 0.24% active; inhibition, % at 9.99 µM; P18177; TcdB glycohydrolase enzymatic assay, plate reader; in the data active = inhibition above about 10%
Target sequence (P18177 whole entry, looked up): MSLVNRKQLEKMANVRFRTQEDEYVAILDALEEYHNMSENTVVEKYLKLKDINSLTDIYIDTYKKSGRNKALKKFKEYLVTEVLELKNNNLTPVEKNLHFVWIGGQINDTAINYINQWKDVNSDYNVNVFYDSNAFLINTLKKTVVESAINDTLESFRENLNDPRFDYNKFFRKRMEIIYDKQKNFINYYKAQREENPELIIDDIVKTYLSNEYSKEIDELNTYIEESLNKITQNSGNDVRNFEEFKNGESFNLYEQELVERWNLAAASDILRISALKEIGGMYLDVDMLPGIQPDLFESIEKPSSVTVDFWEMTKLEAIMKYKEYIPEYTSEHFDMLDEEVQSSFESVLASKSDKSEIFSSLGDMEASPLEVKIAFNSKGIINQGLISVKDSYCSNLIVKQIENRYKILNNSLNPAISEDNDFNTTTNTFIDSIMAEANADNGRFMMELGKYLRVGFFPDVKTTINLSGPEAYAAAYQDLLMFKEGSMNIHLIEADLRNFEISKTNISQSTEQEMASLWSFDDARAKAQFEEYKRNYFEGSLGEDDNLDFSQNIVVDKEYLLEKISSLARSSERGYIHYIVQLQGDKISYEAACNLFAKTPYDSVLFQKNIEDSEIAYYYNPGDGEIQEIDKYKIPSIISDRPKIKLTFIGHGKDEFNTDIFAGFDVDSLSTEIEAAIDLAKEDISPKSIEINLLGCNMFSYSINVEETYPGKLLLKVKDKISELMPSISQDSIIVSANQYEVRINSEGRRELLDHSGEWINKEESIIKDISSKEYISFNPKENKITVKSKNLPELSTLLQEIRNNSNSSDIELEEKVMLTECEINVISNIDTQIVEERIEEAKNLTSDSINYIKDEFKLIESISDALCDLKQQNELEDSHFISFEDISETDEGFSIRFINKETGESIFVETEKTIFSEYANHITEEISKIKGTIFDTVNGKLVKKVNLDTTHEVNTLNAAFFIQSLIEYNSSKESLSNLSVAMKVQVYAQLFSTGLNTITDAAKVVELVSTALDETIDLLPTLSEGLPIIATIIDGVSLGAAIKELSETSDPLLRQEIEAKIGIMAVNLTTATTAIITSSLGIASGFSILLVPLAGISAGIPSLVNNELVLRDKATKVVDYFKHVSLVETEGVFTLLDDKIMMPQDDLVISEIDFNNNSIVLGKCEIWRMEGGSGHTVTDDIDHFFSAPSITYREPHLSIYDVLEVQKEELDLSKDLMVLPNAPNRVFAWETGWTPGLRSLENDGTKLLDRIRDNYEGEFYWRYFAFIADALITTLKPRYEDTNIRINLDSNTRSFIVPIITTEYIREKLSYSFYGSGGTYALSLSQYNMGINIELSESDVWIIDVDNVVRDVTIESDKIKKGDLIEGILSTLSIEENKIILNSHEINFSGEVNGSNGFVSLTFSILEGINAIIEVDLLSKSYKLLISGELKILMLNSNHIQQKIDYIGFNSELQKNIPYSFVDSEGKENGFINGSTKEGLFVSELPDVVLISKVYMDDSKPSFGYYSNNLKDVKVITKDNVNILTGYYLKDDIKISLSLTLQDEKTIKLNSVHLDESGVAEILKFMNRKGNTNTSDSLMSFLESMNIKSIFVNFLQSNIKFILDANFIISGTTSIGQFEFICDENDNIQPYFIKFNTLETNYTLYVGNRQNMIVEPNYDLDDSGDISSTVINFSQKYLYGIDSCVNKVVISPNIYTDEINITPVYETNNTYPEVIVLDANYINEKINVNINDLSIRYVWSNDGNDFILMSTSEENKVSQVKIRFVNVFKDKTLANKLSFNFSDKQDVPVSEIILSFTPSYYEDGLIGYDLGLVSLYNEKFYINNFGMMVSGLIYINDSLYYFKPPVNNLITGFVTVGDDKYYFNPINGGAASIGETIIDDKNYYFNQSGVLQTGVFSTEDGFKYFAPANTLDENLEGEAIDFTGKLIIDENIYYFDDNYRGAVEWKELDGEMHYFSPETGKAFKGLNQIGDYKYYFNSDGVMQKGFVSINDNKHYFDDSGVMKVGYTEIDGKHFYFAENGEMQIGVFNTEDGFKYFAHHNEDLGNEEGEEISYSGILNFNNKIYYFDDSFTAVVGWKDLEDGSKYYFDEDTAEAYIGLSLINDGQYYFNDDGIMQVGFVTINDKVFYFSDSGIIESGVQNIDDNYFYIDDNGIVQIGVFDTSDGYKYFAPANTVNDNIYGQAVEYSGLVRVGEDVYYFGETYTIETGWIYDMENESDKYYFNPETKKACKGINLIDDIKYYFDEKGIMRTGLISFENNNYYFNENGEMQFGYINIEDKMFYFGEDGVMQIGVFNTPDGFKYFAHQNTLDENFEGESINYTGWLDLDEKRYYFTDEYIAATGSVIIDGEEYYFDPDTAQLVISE
An asterisk follows results filed as active. Some of the compounds tested; rates above refer to the full screens.

SMILES | TcdB inh
C[C@@H]1CN([C@@H](C)CO)C(=O)c2cc(-c3cccnc3)cnc2O[C@H]1CN(C)C(=O)C1CCOCC1 | -1.7
COc1ccc2c3c([nH]c2c1)[C@@H](CO)N(Cc1cccc(F)c1)CC31CN(Cc2ccccn2)C1 | 0.2
COc1cccc(S(=O)(=O)N(C)C[C@@H]2Oc3cc(C4=CCCC4)ccc3S(=O)(=O)N([C@H](C)CO)C[C@H]2C)c1 | 1.1
O=C(c1cccc(F)c1)N1CC(=O)N2[C@H](C1)[C@H](c1ccc(-c3ccccc3F)cc1)[C@@H]2CO | -2.1
C[C@H](CO)N1C[C@H](C)[C@H](CN(C)Cc2ccc(Oc3ccccc3)cc2)Oc2ccc(NC(=O)CCCN(C)C)cc2CC1=O | 0.8
Cc1ccc(S(=O)(=O)N(C)C[C@@H]2OCCCC[C@@H](C)Oc3ccc(NS(=O)(=O)c4ccc(F)cc4)cc3C(=O)N([C@H](C)CO)C[C@H]2C)cc1 | 0.2
CC(C)NC(=O)Nc1ccc2c(c1)CC(=O)N([C@@H](C)CO)C[C@@H](C)[C@@H](CN(C)S(=O)(=O)c1ccccc1)O2 | 1.6
Cc1noc(C)c1NC(=O)Nc1ccc2c(c1)C(=O)N([C@@H](C)CO)C[C@H](C)[C@@H](CN(C)Cc1ccccc1)OCCCC[C@H](C)O2 | 1.0
C[C@H]1CN([C@@H](C)CO)S(=O)(=O)c2ccc(C#CCC3CCCC3)cc2O[C@@H]1CN(C)C(=O)c1ccccn1 | -1.0
C[C@H]1CN([C@@H](C)CO)C(=O)CCCn2cc(nn2)CO[C@H]1CN(C)Cc1ccc(O)cc1 | 1.0
COCC(=O)N1CCCCN2[C@H](C1)[C@@H](c1ccc(-c3ccc(F)cc3)cc1)[C@@H]2CO | -0.3
COc1ccc(S(=O)(=O)N2C[C@H](O)COC[C@@H]3O[C@H](CC(=O)NCCN4CCCCC4)CC[C@H]32)cc1 | -0.6
CN1CCN(C(=O)C[C@@H]2CC[C@@H]3[C@H](COC[C@H](O)CN3C(=O)Nc3cc(Cl)cc(Cl)c3)O2)CC1 | 0.0
Cc1ccc(S(=O)(=O)Nc2ccc3c(c2)CC(=O)N([C@@H](C)CO)C[C@H](C)[C@H](CN(C)Cc2ccc4c(c2)OCO4)O3)cc1 | 1.0
CCc1cnc(N2[C@H](C#N)[C@H](c3ccccc3-c3ccccc3C)[C@H]2CO)s1 | 1.4
COc1cccc(C(=O)Nc2ccc3c(c2)OC[C@H](C)N(CCc2ccccc2)C[C@H](C)[C@@H](OC)CN(C)C3=O)c1 | -0.6
Cc1noc(C)c1NC(=O)N[C@@H]1C=C[C@H](CC(=O)NCCCN(C)C)O[C@H]1CO | -1.6
COc1ccccc1NC(=O)N1CC(=O)N2[C@@H](CO)[C@H](c3ccc(C#Cc4ccc(F)cc4)cc3)[C@@H]2C1 | 1.1
COc1ccc(NC(=O)N[C@@H]2CC[C@H](CCn3cc(-c4ccc(OC)cc4)nn3)O[C@@H]2CO)cc1 | 1.1
COc1ccc(S(=O)(=O)Nc2ccc3c(c2)C(=O)N([C@H](C)CO)C[C@H](C)[C@@H](CN(C)S(=O)(=O)c2cn(C)cn2)OCCCC[C@@H](C)O3)cc1 | 0.7
O=C(C[C@H]1C[C@@H]2c3cc(NS(=O)(=O)c4ccc(F)cc4)ccc3O[C@@H]2[C@H](CO)O1)NC1CCCCC1 | -0.7
C[C@H]1CN([C@@H](C)CO)C(=O)Cc2cc(NC(=O)Nc3cccc4ccccc34)ccc2O[C@H]1CN(C)Cc1ccc(C(=O)Nc2ccccc2N)cc1 | -1.1
C[C@H](CO)N1C[C@H](C)[C@@H](CN(C)S(=O)(=O)c2ccccc2)OCCCC[C@H](C)Oc2ccc(N(C)C)cc2C1=O | -5.7
COc1ccc2c3c([nH]c2c1)[C@@H](CO)N(C(=O)NC(C)C)CC31CN(Cc2ccccc2)C1 | 3.0
CO[C@H]1CN(C)C(=O)c2cc(NC(=O)CC(F)(F)F)ccc2OC[C@H](C)N(C(=O)C2CC2)C[C@H]1C | 0.1
Next results follow.
SMILES | TcdB inh
O=C(NCC1CCCCC1)[C@H]1[C@H](CO)[C@H]2Cn3c(ccc(-c4ccccc4)c3=O)[C@@H]1N2 | -0.4
CN1C(=O)c2cc(NC(=O)c3ccccc3F)ccc2OC[C@H]2O[C@H](CC(=O)NCc3ccc4c(c3)OCO4)CC[C@H]21 | 1.4
COc1ccc2c3c(n(C)c2c1)[C@H](CO)N(Cc1ccc(F)cc1)CC31CN(C)C1 | 0.8
C[C@H](CO)N1C[C@H](C)[C@H](CN(C)S(=O)(=O)c2ccc(C#N)cc2)Oc2ncc(C#Cc3ccc(F)cc3)cc2C1=O | 0.0
O=C(C1CC1)N1CC2(C1)[C@H](c1ccccc1)[C@H](CO)N2CC1CCCC1 | -2.2
COc1ccc(S(=O)(=O)N(C)C[C@H]2Oc3ccc(NC(=O)Cc4ccccc4)cc3C(=O)N([C@@H](C)CO)C[C@@H]2C)cc1 | 0.0
O=C(NCC[C@@H]1CC[C@H](NC(=O)C2CCOCC2)[C@@H](CO)O1)c1ccc(F)cc1 | -5.2
COCC(=O)N(C)C[C@H]1Oc2cc(-c3ccccc3F)ccc2S(=O)(=O)N([C@@H](C)CO)C[C@@H]1C | -0.1
C[C@@H]1CN([C@@H](C)CO)C(=O)c2cc(N(C)C)ccc2O[C@H]1CN(C)S(=O)(=O)c1cn(C)cn1 | -5.2
C[C@@H]1CN([C@H](C)CO)C(=O)c2cc(NC(=O)C3CC3)ccc2O[C@H]1CN(C)C | 0.6
OC[C@H]1[C@@H](c2ccc(-c3cccc(F)c3)cc2)[C@H]2CN(CCC(F)(F)F)CCCCN21 | 0.1
N#C[C@@H]1[C@H](c2ccc(-c3cncnc3)cc2)[C@H](CO)N1C(=O)C1CC1 | -0.3
C[C@@H]1CCCCO[C@H](CN(C)C(=O)Nc2ccc3c(c2)OCO3)[C@H](C)CN([C@H](C)CO)C(=O)c2cc(NC(=O)c3ccccc3)ccc2O1 | 0.3
C[C@H](CO)N1C[C@H](C)[C@H](CN(C)S(=O)(=O)c2ccc(Cl)cc2)Oc2ccc(NC(=O)C3CC3)cc2CC1=O | 0.8
C[C@@H]1CCCCO[C@H](CN(C)C(=O)C2CCCCC2)[C@@H](C)CN([C@@H](C)CO)C(=O)c2cc(NC(=O)Nc3ccccc3)ccc2O1 | -1.1
C[C@@H]1CCCCO[C@H](CN(C)C(=O)Nc2cccc3ccccc23)[C@H](C)CN([C@@H](C)CO)C(=O)c2cc(NC(=O)C3CCCCC3)ccc2O1 | 0.0
C[C@H]1CN([C@@H](C)CO)C(=O)c2cc(NC(=O)CCCN(C)C)ccc2O[C@@H]1CN(C)Cc1ccc(-c2ccccc2)cc1 | 0.0
C[C@@H]1CCCCO[C@H](CN(C)S(=O)(=O)c2ccc(F)cc2)[C@@H](C)CN([C@H](C)CO)C(=O)c2cc(N(C)C)ccc2O1 | -9.3
C[C@@H]1CN([C@H](C)CO)C(=O)c2c(c3ccccc3n2C)-c2ccccc2CO[C@@H]1CN(C)Cc1ccc(Cl)c(Cl)c1 | 0.5
C[C@H](CO)N1C[C@H](C)[C@H](CN(C)C(=O)c2cccnc2)Oc2ncc(-c3ccc(C(=O)N(C)C)cc3)cc2C1=O | 0.1
Cc1noc(C)c1S(=O)(=O)Nc1ccc2c(c1)C(=O)N([C@H](C)CO)C[C@H](C)[C@@H](CN(C)C(=O)CCC(F)(F)F)OCCCC[C@H](C)O2 | -2.4
C[C@@H]1CN([C@@H](C)CO)C(=O)Cc2cc(NC(=O)CCC(F)(F)F)ccc2O[C@@H]1CN(C)S(=O)(=O)c1ccc(Cl)cc1 | 1.0
CN1CCCCN2[C@H](CO)[C@@H](c3ccc(Br)cc3)[C@H]2C1 | 0.1
CCCNC(=O)N1CCC2(CC1)CN(C(=O)COC)[C@H](CO)c1c2c2ccc(OC)cc2n1C | 0.4
COc1ccc(CNC(=O)C[C@H]2C=C[C@@H](NC(=O)c3cccc(F)c3)[C@@H](CO)O2)cc1 | -1.2

Some of these compounds in order of length of the SMILES, falling:
SMILES | TcdB inh
Cc1noc(C)c1S(=O)(=O)Nc1ccc2c(c1)C(=O)N([C@H](C)CO)C[C@H](C)[C@@H](CN(C)C(=O)CCC(F)(F)F)OCCCC[C@H](C)O2 | -2.4
C[C@@H]1CCCCO[C@H](CN(C)C(=O)Nc2ccc3c(c2)OCO3)[C@H](C)CN([C@H](C)CO)C(=O)c2cc(NC(=O)c3ccccc3)ccc2O1 | 0.3
C[C@@H]1CN([C@@H](C)CO)C(=O)Cc2cc(NC(=O)CCC(F)(F)F)ccc2O[C@@H]1CN(C)S(=O)(=O)c1ccc(Cl)cc1 | 1.0
C[C@H](CO)N1C[C@H](C)[C@H](CN(C)S(=O)(=O)c2ccc(C#N)cc2)Oc2ncc(C#Cc3ccc(F)cc3)cc2C1=O | 0.0
COCC(=O)N(C)C[C@H]1Oc2cc(-c3ccccc3F)ccc2S(=O)(=O)N([C@@H](C)CO)C[C@@H]1C | -0.1
O=C(NCC1CCCCC1)[C@H]1[C@H](CO)[C@H]2Cn3c(ccc(-c4ccccc4)c3=O)[C@@H]1N2 | -0.4
COc1ccc(CNC(=O)C[C@H]2C=C[C@@H](NC(=O)c3cccc(F)c3)[C@@H](CO)O2)cc1 | -1.2
O=C(NCC[C@@H]1CC[C@H](NC(=O)C2CCOCC2)[C@@H](CO)O1)c1ccc(F)cc1 | -5.2
CCCNC(=O)N1CCC2(CC1)CN(C(=O)COC)[C@H](CO)c1c2c2ccc(OC)cc2n1C | 0.4
COc1ccc2c3c(n(C)c2c1)[C@H](CO)N(Cc1ccc(F)cc1)CC31CN(C)C1 | 0.8
O=C(C1CC1)N1CC2(C1)[C@H](c1ccccc1)[C@H](CO)N2CC1CCCC1 | -2.2

New compounds follow:
SMILES | TcdB inh
COc1ccc(S(=O)(=O)N(C)C[C@@H]2Oc3c(NC(=O)NC4CCCCC4)cccc3C(=O)N([C@H](C)CO)C[C@H]2C)cc1 | 0.5
Cc1ccc(S(=O)(=O)N(C)C[C@@H]2Oc3cc(C#CC4CCCC4)ccc3S(=O)(=O)N([C@@H](C)CO)C[C@@H]2C)cc1 | -0.6
C[C@H]1CN([C@@H](C)CO)C(=O)c2cc(NC(=O)NC3CCCCC3)ccc2O[C@H]1CN(C)C | -3.0
C[C@H]1CN([C@@H](C)CO)C(=O)c2cc(NS(C)(=O)=O)ccc2O[C@@H]1CN(C)C(=O)NC1CCCCC1 | 0.0
O=C(C[C@H]1CC[C@@H]2[C@H](COC[C@H](O)CN2CC2CCOCC2)O1)N1CCOCC1 | -4.1
CCCNC(=O)N(C)C[C@@H]1Oc2ncc(C#CCC(C)C)cc2C(=O)N([C@@H](C)CO)C[C@H]1C | 0.1
CCCN1C[C@@H](C)[C@H](OC)CN(C)C(=O)c2ccc(NC(=O)c3cnccn3)cc2OC[C@@H]1C | -4.2
Cc1ccc(S(=O)(=O)Nc2cccc3c2O[C@H](CN(C)C(=O)Nc2ccc4c(c2)OCO4)[C@@H](C)CN([C@@H](C)CO)C3=O)cc1 | 0.2
Cc1ccc(S(=O)(=O)N[C@H]2CC[C@@H](CCNC(=O)Nc3ccc(Cl)cc3)O[C@H]2CO)cc1 | -1.0
COc1ccc(NC(=O)Nc2ccc3c(c2)C(=O)N([C@@H](C)CO)C[C@@H](C)[C@H](CN(C)C(=O)Nc2c(C)noc2C)OCCCC[C@H](C)O3)cc1 | 0.4
CN(C)CCCNC(=O)C[C@@H]1CC[C@@H]2[C@H](COc3ccc(NC(=O)c4ccc5c(c4)OCO5)cc3C(=O)N2C)O1 | 2.1
C[C@H]1CN([C@@H](C)CO)C(=O)c2cc(NC(=O)NC3CCCCC3)ccc2O[C@@H]1CN(C)Cc1ccc(C(=O)O)cc1 | 0.0
O=C(C1CCC1)N1CC2(C1)[C@H](c1ccccc1)[C@@H](CO)N2C(=O)CC1CC1 | 0.9
COc1ccc(CN(C)C[C@@H]2OCCCC[C@@H](C)Oc3ccc(NC(=O)Nc4ccc(C(F)(F)F)cc4)cc3C(=O)N([C@@H](C)CO)C[C@H]2C)cc1 | -0.4
Cc1noc(C)c1S(=O)(=O)Nc1ccc2c(c1)C(=O)N([C@@H](C)CO)C[C@@H](C)[C@@H](CN(C)Cc1ccncc1)OCCCC[C@H](C)O2 | -0.3
C[C@H]1CN([C@@H](C)CO)C(=O)c2cccc(NC(=O)Nc3ccccc3)c2O[C@H]1CN(C)Cc1ccc(-c2ccccc2)cc1 | -1.5
CCCN1C[C@H](C)[C@H](OC)CN(C)C(=O)c2cc(NC(=O)c3ccno3)ccc2OC[C@@H]1C | -0.9
Cc1noc(C)c1S(=O)(=O)N(C)C[C@@H]1OCCCC[C@@H](C)Oc2ccc(NC(=O)CCCCCC(=O)Nc3ccccc3N)cc2C(=O)N([C@H](C)CO)C[C@@H]1C | 0.9
CC(C)NC(=O)N(C)C[C@H]1Oc2ccc(NS(=O)(=O)c3ccc(F)cc3)cc2C(=O)N([C@H](C)CO)C[C@H]1C | -0.7
C[C@@H]1CCCCO[C@@H](CN(C)C(=O)NC2CCCCC2)[C@@H](C)CN([C@H](C)CO)C(=O)c2cc(NC(=O)Cc3ccccc3)ccc2O1 | 0.0
Cc1noc(C)c1NC(=O)N(C)C[C@H]1OCCCC[C@@H](C)Oc2ccc(NS(=O)(=O)c3cccs3)cc2C(=O)N([C@H](C)CO)C[C@H]1C | -0.1
C[C@@H]1CN([C@H](C)CO)S(=O)(=O)c2ccc(-c3cccnc3)cc2O[C@@H]1CN(C)CC1CC1 | 0.9
COc1ccc2c3c(n(C)c2c1)[C@H](CO)N(C(=O)c1ccc(F)cc1)CC31CN(CC2CC2)C1 | 0.5
COc1ccccc1NC(=O)N[C@H]1C=C[C@@H](CC(=O)N[C@@H](C)c2ccccc2)O[C@H]1CO | 0.0
Cc1ccccc1S(=O)(=O)N1CC(=O)N2[C@H](C1)[C@H](c1ccc(C#CCC(C)C)cc1)[C@@H]2CO | 0.0
O=C(Nc1cccc(F)c1)N1CCCCN2[C@H](CO)[C@@H](c3ccc(C#Cc4ccccc4)cc3)[C@@H]2C1 | -0.4
C[C@@H]1CN([C@H](C)CO)C(=O)Cc2cc(N(C)C)ccc2O[C@@H]1CN(C)Cc1ccc(C(=O)O)cc1 | -3.3
O=C(C[C@@H]1CC[C@@H]2[C@H](COC[C@H](O)CN2C(=O)Nc2ccc(C(F)(F)F)cc2)O1)NC1Cc2ccccc2C1 | 0.4
COc1ccccc1NC(=O)N[C@H]1CC[C@H](CCNC(=O)Cc2ccccn2)O[C@@H]1CO | -1.4

Screening results from PubChem.
